# Source: PubChem
# ERp5 block = inhibitors of ERp5-driven insulin aggregation, primary screen, biochemical, turbidity, absorbance 650 nm, single point. 90 min. inhibition, % at 9.99 µM. hit rate 0.05% among 350,000. AID 651711, 2012;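 active = mean replicate inhibition above about 25%, with every replicate also reaching it, limit read from the data, passing the limit was not always enough; inconclusive = only one of those two criteria met; inactive = neither criterion met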
# Target sequence (Q15084 whole entry, looked up): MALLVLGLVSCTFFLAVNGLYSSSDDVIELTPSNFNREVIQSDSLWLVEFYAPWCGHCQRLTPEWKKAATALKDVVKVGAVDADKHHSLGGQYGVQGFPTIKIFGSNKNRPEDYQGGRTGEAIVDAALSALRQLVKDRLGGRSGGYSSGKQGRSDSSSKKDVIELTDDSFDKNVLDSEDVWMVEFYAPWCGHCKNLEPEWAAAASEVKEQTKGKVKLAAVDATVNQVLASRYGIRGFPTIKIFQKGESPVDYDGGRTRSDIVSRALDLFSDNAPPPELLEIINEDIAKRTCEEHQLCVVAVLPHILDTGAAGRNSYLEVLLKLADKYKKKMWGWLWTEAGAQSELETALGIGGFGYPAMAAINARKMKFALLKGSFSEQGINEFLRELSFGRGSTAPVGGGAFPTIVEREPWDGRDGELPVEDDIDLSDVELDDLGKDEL
# miR-122 sensor = miR-122 Renilla sensor signal increase in Huh7, primary screen, miR-122 inhibitor project, cell-based, single point, plate reader; Huh7 miR-122 Renilla luciferase sensor, 48 h; neutral wells = 0, positive control = 100; activation (reporter increase), % at 12.5 µM; hit rate 0.3% among 340,000;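 active = mean replicate activation score at least 90 and every replicate individually at or above 90; inconclusive = only one of the two criteria met; inactive = neither criterion met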;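 note: higher luciferase means less miR-122 activity so hits act as miR-122 inhibitors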
# SIRT5 inh = SIRT5 desuccinylase inhibitors, primary screen, biochemical, fluorescence imaging, single point, set 5. hit rate 1.1% among 330,000. inhibition, % at 15 µM. Purified SirT5, succinyl-peptide AMC, trypsin-coupled fluorescence; in the data active = inhibition above about 15%; inconclusive = no clear call, values can overlap the other calls
# Target sequence (Q9NXA8 whole entry, looked up): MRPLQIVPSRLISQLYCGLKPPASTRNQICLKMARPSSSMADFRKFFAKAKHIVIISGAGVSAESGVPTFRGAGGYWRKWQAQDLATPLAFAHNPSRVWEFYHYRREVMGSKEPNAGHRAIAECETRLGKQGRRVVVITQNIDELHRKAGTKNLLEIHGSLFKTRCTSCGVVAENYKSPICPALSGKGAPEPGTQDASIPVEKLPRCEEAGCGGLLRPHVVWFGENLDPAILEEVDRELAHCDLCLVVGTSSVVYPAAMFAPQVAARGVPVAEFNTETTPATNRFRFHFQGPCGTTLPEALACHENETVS
# Cneo AK release = Cryptococcus neoformans cell lysis inducers, primary screen, AK release luminescence, single concentration; C. neoformans lysis, adenylate kinase release luminescence, 4 h; normalised: neutral wells 0, clomiphene wells 100; lysis activity, % at 15 µM; hit rate 0.2% among 360,000; AID 651654, 2012;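 active = mean lysis activity across replicates of at least 80%, whatever share of replicates individually reach that level; inactive = mean lysis activity below 80%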
#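 Assay system: C. neoformans cells. Amount: yeast cell density of 5 × 10^6 cells/mL. Technique: AK luminescence. Buffer or medium: YPD. Times: static 4 h at 37 °C with compound, 1 h detection. Dosing: single-point compound dose. Read-out: lysis from increased AK signal.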
# esBAF inh = Bmi1 luciferase reporter increase in mESCs, primary screen, esBAF inhibitor project, mouse ES cells, Bmi1 luciferase knock-in, single point | 24 h; 100% = twice the neutral-well signal | reporter increase, % at 12.5 µM | hit rate 2% among 350,000 | AID 602393, 2012; in the data active = activation above about 40%; inconclusive = no clear call, values can overlap the other calls;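 note: 0% = median of the plate's neutral control wells and 100% = double that signal; a rise in the Bmi1 reporter signal indicates esBAF inhibition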
# Statin myotox sup = suppressors of statin myotoxicity in C2C12 myotubes, primary screen, cell-based, single point, plate reader; rescue of ATP level, % at 7.49 µM; C2C12 myotubes + simvastatin, ATP luminescence, 48 h; scaled: DMSO 0, geranylgeraniol control 100; hit rate 0.78% among 330,000;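 active = mean ATP rescue above about 67%, or every replicate alone reaching that limit, limit read from the data, passing the limit was not always enough; inconclusive = no clear call, values can overlap the other calls; inactive = mean under the limit and some replicate under it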;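 note: myotubes were challenged with 10 µM simvastatin during compound exposure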
# ARNT TACC3 PPI = disruptors of ARNT/TACC3 protein interaction, primary screen, biochemical, AlphaScreen, single concentration | AlphaScreen His-ARNT PAS-B/GST-TACC3 binding, luminescence; TACC3 fragment carries E629A point mutation | hit rate 0.66% among 390,000 | AID 623870, 2012 | Transforming acidic coiled-coil-containing protein 3 (Homo sapiens), Q9Y6A5 | inhibition, % at 9.99 µM;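 active = mean inhibition of replicates at least 50% and at least half of replicates each reaching 50%; inconclusive = half or more replicates reach 50% but mean below 50%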;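 note: 0% = complete ARNT plus TACC3 wells and 100% = ARNT alone without TACC3; many hits fall short of the cut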
# Active calls of the source: *; u = inconclusive; x = not tested or not shown; [ ] = another dose, or the depositor's remark. Outcome played no part in choosing rows. Share with any hit: about 4%.
entry	Molecule	ERp5 block	miR-122 sensor	SIRT5 inh	Cneo AK release	esBAF inh	Statin myotox sup	ARNT TACC3 PPI
1	COc1ccccc1CN1CC(C(=O)N(Cc2cnn(C)c2)C(C)C)CCC1=O (stereo unspecified)	-6	8	0	1	5	-1	-4
2	COc1ccc(-c2cc(NC(C)=O)c3ncc(-c4cccc(C(C)=O)c4)n3c2)cc1OC	1	5	1	-1	3	-9	x
3	CCN(Cc1ccccc1)Cc1nnnn1Cc1ccccc1	x	-9	x	1	-3	16	-6
4	Clc1ccc(-c2ccnc(Oc3cc(Cl)ccc3Cl)n2)cc1	x	0	x	x	1	1	-7
5	CN1C(=S)SC(C)(C)C1N(O)C(=O)Nc1ccc(Cl)cc1 (stereo unspecified)	-19	x	2	x	x	x	20
6	O=C(c1ccccc1)N1CC[C@@H]2[C@H](CO)Nc3ccc(C#Cc4ccccc4F)cc3[C@@H]21	-1	3[16.7 µM]	12	3	1	-11	-9
7	CN(C)C(=O)c1ccc(-c2ccc([C@@H]3[C@@H](CO)N4CCCCN(S(C)(=O)=O)C[C@H]34)cc2)cc1	2	-7[16.7 µM]	-4	-4	x	x	-20
8	COC(=O)C1=C(C)NC(C)=C(C(=O)OC)C1c1cc2ccc(C)cc2[nH]c1=O	x	-10	x	2	-6	-2	2
9	N#Cc1cn(Cc2ccccc2)c2ccccc12	x	-3	x	6	4	17	-2
10	CCn1c(SCC(=O)NC2CCCC2)nnc1C(C)C	1	x	x	-1	-9	3	-3
11	CCOc1ccc(CCNC(=O)C2CCC(=O)N2CCc2ccccc2)cc1OCC (stereo unspecified)	x	6	x	-1	0	0	-14
12	Oc1ccc(-c2nccc(-c3ccc(F)cc3)n2)cc1	1	-3	1	1	u	5	-7
13	O=C(CC12CC3CC(C1)CC(CC(=O)N1CCCC1)(C3)C2)N1CCCC1	x	-4	x	5	2	x	-1
14	CCC(C)[C@H](NC(=O)NCCCn1ccnc1)C(=O)OC (stereo partly specified)	6	0	-3	0	-6	-9	21
15	N#Cc1c(NC(=O)c2cccc(S(=O)(=O)Nc3ccc(C(=O)O)cc3)c2)sc2c1CCCC2	6	-1	7	x	0	6	8
16	C=CCNC(=O)C(=O)NN=C1CCN(C)CC1	1	-5	7	x	-2	-4	-3
17	CC1=C(C(=O)OCC2CCCCC2)C(c2ccc(O)cc2)NC(=O)N1 (stereo unspecified)	-2	-1	-1	3	3	0	-5
18	C[C@@H]1CN([C@H](C)CO)C(=O)c2cc(NC(=O)Nc3ccc4c(c3)OCO4)ccc2O[C@@H](C)CCCCO[C@@H]1CN(C)CC1CCCCC1	-7	-17[16.7 µM]	-2	1	1	14	14
19	COc1ccc2nc(NC(=O)c3ccoc3C)sc2c1	-6	0	2	-9	-23	-279	1
20	Cc1ccc(S(=O)(=O)Cn2nnnc2C(C)N2CCN(C(=O)c3ccco3)CC2)cc1 (stereo unspecified)	-1	x	0	x	x	x	3
21	Cc1cccc(NC(=O)CCc2ccc(C)o2)c1	x	-3	x	-2	28	14	16
22	O=C(c1ccc(=O)[nH]c1)N(Cc1ccco1)C1(C(=O)NC2CCCCC2)CCCCC1	x	-1	x	2	-2	-5	x
23	CCn1c([N+](=O)[O-])nc2c1c(=O)[nH]c(=O)n2C	-6	-7	1	0	-2	-9	-2
24	CC(C)(C)OC(=O)N1CCCC(C(=O)CC#N)C1 (stereo unspecified)	x	-2	x	-3	-2	1	2
25	Cn1c(COc2ccc(Cl)cc2)nnc1SCc1ncc(-c2ccccc2)o1	x	9	x	-1	1	3	3
26	CO[C@H]1CN(C)C(=O)c2ccc(NC(=O)C3CC3)cc2OC[C@H](C)N(C(=O)Cc2ccccn2)C[C@@H]1C	1	x	0	-10	0	-12	-6
27	Cc1c(C(=O)N(CCC#N)c2ccccc2)sc2nc3n(c(=O)c12)CCCC3	-7	-3	-1	0	-10	13	0
28	COCCCn1c(=O)c2ccccc2n(Cc2ccccc2C)c1=O	1	-4	0	-1	0	13	3
29	Cc1cccc(/C=C2\Sc3ccc(C(=O)N4CCC(C(N)=O)CC4)cc3N(C)C2=O)c1	-5	11	-8	-2	2	-11	6
30	C[C@@H]1CN([C@H](C)CO)C(=O)c2cccc(NC(=O)Nc3ccc(C(F)(F)F)cc3)c2O[C@@H]1CN(C)S(=O)(=O)c1cccs1	13	-5[16.7 µM]	-1	-16	14	-33	-5
31	COc1cc(Cl)c(C)cc1NC(=O)Cc1ccc(OC)c(OC)c1	-2	4	-4	-3	5	21	-3
32	CO[C@@H]1CN(C)C(=O)c2ccc(NS(C)(=O)=O)cc2OC[C@H](C)N(Cc2ccccn2)C[C@@H]1C	x	-20[16.7 µM]	x	-3	1	-2	21
33	CCCn1c(=O)c(C(=O)NCCCc2ccccc2)c(O)c2ccccc21	1	x	-2	-1	-4	-2	-5
34	O=C1CCCC2=C1C(c1cccs1)Nc1ccc3ncccc3c12 (stereo unspecified)	x	-3	x	-4	3	139*	7
35	O=C(NCCCN1CCCC1=O)C(=O)Nc1cccc(F)c1	-1	-1	-1	0	x	3	-1
36	COc1cc(NC(=O)c2cc([N+](=O)[O-])ccc2NC(=O)CNCc2ccccn2)cc(OC)c1	1	x	-2	0	6	5	38*
37	Cc1cc(C)c(S(=O)(=O)N2CCN(C3CC(=O)N(c4ccccc4Cl)C3=O)CC2)c(C)c1 (stereo unspecified)	0	-5	-3	-2	13	9	-6
38	COc1ccccc1CNS(=O)(=O)CCNCCc1ccccc1	3	x	0	-5	-6	-8	7
39	CCCCNc1c([N+](=O)[O-])cc(C(=O)O)cc1[N+](=O)[O-]	x	4	x	-3	x	x	20
40	CCCNC(=O)C1CN(S(=O)(=O)c2ccccc2)CCN1S(=O)(=O)c1ccccc1 (stereo unspecified)	x	-5	x	2	1	-8	-5

# Reformatted: three of the compounds above
# Values in the order – ERp5 block | miR-122 sensor | SIRT5 inh | Cneo AK release | esBAF inh | Statin myotox sup | ARNT TACC3 PPI
36: COc1cc(NC(=O)c2cc([N+](=O)[O-])ccc2NC(=O)CNCc2ccccn2)cc(OC)c1
  1 | x | -2 | 0 | 6 | 5 | 38*
37: Cc1cc(C)c(S(=O)(=O)N2CCN(C3CC(=O)N(c4ccccc4Cl)C3=O)CC2)c(C)c1 (stereo unspecified)
  0 | -5 | -3 | -2 | 13 | 9 | -6
38: COc1ccccc1CNS(=O)(=O)CCNCCc1ccccc1
  3 | x | 0 | -5 | -6 | -8 | 7

# New compounds follow
entry	Molecule	ERp5 block	miR-122 sensor	SIRT5 inh	Cneo AK release	esBAF inh	Statin myotox sup	ARNT TACC3 PPI
41	CCC(=O)N[C@H]1CC[C@H](CCNC(=O)Nc2ccc(C(F)(F)F)cc2)O[C@@H]1CO	2	-9[16.7 µM]	-3	-3	0	-16	8
42	CS(=O)(=O)N1CCN(C(=O)c2cc3ccccc3oc2=O)CC1	-6	-17	-1	x	-4	-3	-2
43	COc1ccc(OC)c(NC(=O)CSc2nnc(-c3cccnc3)s2)c1	-4	-3	-4	0	x	x	-24
44	Cc1ccccc1S(=O)(=O)N[C@@H]1CC[C@@H](CCn2cc(-c3ccccc3)nn2)O[C@H]1CO	0	x	2	1	-5	1	4
45	Cc1ccc(C(=O)n2cnc3ccccc32)cc1C	3	x	3	-3	1	-9	10
46	O=C(O)CCCCNS(=O)(=O)c1ccc(Cl)c(C(F)(F)F)c1	x	7	x	2	-3	1	-5
47	COCCN1CCn2c(nc3cc(NC(=O)c4ccc(OC)cc4)ccc32)C1	x	-2	x	0	-3	-13	9
48	Cc1cc(F)ccc1C(O)c1ncc(-c2ccccc2C(F)(F)F)[nH]1 (stereo unspecified)	7	6	11	1	-5	4	x
49	CCOC(=O)C1=NNC2C(=O)N(CC)C(=O)C12 (stereo unspecified)	x	-1	x	-1	-8	x	0
50	COc1ccc(S(=O)(=O)N2c3ccccc3OCC2CC(=O)O)cc1 (stereo unspecified)	1	x	-5	x	x	x	-1
51	CCC(=O)N1[C@H](C(=O)NCc2ccccc2F)[C@@H](CO)[C@@H]2Cn3c(cccc3=O)[C@@H]21	x	-1[16.7 µM]	-3	-1	1	7	x
52	COc1ccc(C(C)=O)c(Oc2cc(NN3CCCCC3)c([N+](=O)[O-])cc2[N+](=O)[O-])c1	-1	x	-11	-3	4	9	-9
53	Cn1ccc(C(=O)NC(=S)Nc2ccc([N+](=O)[O-])cc2O)n1	0	x	3	-1	69*	-10	17
54	O=C(COC(=O)c1ccc(O)cc1O)NC1CCCCCC1	8	4	1	-2	18	4	0
55	CC1(C)CC(CCC(=O)NC(=S)Nc2ccccc2Cl)C(=O)O1 (stereo unspecified)	3	-1	-1	x	-4	-65	6
56	Cc1cc(C(=O)CN2C(=O)NC3(CCCc4sccc43)C2=O)c(C)n1-c1ccc(Cl)cc1 (stereo unspecified)	9	-8	-5	-4	2	0	x
57	Cc1ccccc1NC(=O)CN1C(=O)COc2ccc(Cl)cc21	0	5	1	1	7	5	-9
58	CCOC(=O)C1=CC[C@@H](c2ccccc2)N(S(=O)(=O)c2ccc(C)cc2)[C@H]1/C=C/c1ccccc1	4	14	0	0	-3	7	x
59	O=C(N[C@H]1CC[C@@H](CC(=O)N2CCCCC2)O[C@@H]1CO)c1ccccn1	3	x	-5	-2	-5	-5	3
60	COc1ccc(NC(=O)CNc2cc(S(=O)(=O)N3CCOCC3)ccc2N2CCOCC2)c(OC)c1	0	-3	-3	-8	1	-16	3
61	N#Cc1ccccc1Cn1c(=O)n(-c2ccc(CC(=O)NCc3ccco3)cc2)c(=O)c2sccc21	6	-3	x	-1	9	-12	-3
62	C/C(=N\NC(=O)c1ccc(N(C)C)cc1)c1cccnc1	-2	9	-2	0	13	-3	7
63	CC(C)CCN(Cc1ccco1)S(=O)(=O)c1csc(C(N)=O)c1	6	x	1	-1	-6	5	-28
64	O=S(=O)(c1ccccc1Br)N(CC(O)COCc1ccccc1)C1CC1 (stereo unspecified)	3	x	4	0	5	12	-56
65	c1ccc(NC2=Nc3cccc4cccc2c34)cc1	1	-7	-1	1	16	-8	22
66	CCC(=O)Nc1ccc2c(c1)C(=O)N(C)[C@@H]1CC[C@@H](CC(=O)NCCN3CCCCC3)O[C@H]1CO2	-39	6[16.7 µM]	8	1	-4	5	-8
67	O=C(O)c1ccc(N2C(=O)CC(N3C(=O)/C(=C/c4ccc(Cl)cc4)SC3=S)C2=O)cc1 (stereo unspecified)	0	-5	1	5	-5	-3	1
68	CCC(=O)N1[C@@H](CO)[C@@H](c2ccc(-c3ccccc3)cc2)[C@@H]1CN(CC)C(C)=O	11	0[16.7 µM]	-4	4	3	-2	-5
69	CCN(CC)c1ccc(C=Nc2ccc(C)cc2)c(O)c1	x	7	x	0	x	x	2
70	CCOC(=O)C1(Cc2ccccc2)CCN(Cc2ccc(C3CCCCO3)s2)CC1 (stereo unspecified)	1	6	1	3	x	x	0
71	NC(=O)CC(NC(=O)Cc1ccc(Br)cc1)c1ccc(N2CCN(c3ccc(F)cc3)CC2)c([N+](=O)[O-])c1 (stereo unspecified)	x	15	x	1	3	-3	1
72	CCC(C(=O)c1ccccc1)N(C(=O)c1ccccc1Cl)N1C(=O)C2C3C=CC(C3)C2C1=O (stereo unspecified)	x	-4	x	9	-6	-19	20
73	CCO/N=C/c1ccc(OC)c(Oc2nc(OC)cc(OC)n2)c1	-3	x	-7	x	x	x	3
74	Cc1csc(NC(=O)CCc2ccc(S(=O)(=O)N3CCOCC3)cc2)n1	x	-3	x	2	-35	x	8
75	Nc1nnc2c(C(F)(F)F)nc3ccccc3n12	5	-4	-3	0	-4	-9	-5
